# Screens from PubChem BioAssay.
# NSD2 HMT inh – NSD2 (human) methyltransferase inhibition; 310,000 tested, 0.54% active; inhibition, % at 12.5 µM; NSD2 peptide methylation, AlphaScreen, 120 min; in the data active means inhibition above about 50%
# Arrestin-AP2 inh – human beta-arrestin and AP2 interaction inhibition | FITC-arrestin peptide / GST-AP2 beads, flow cytometry; AP2 beta2 appendage carries R879A mutation | inhibition, % at 10 µM | 340,000 tested, 0.31% active | AID 504490;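 active means inhibition above a set limit, near 3 SD of compounds lacking own fluorescence, cut at about 54% in these data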;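 further: plate controls were DMSO wells for no effect and 5 µM unlabelled arrestin peptide for full effect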
#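 System: GST-AP2 R879A glutathione beads. Medium: PBS with 0.05% Tween 20 and 0.1% BSA. Also added: FITC-arrestin peptide, 50 nM. Incubation: 12 min plus 1 h, RT. Measured by: high-throughput flow cytometry of beads, ex 488, em 535 nm. Evaluation: percent drop in bead-associated FITC signal.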
# PvdQ inh – P. aeruginosa PvdQ acylase inhibition | 340,000 tested, 0.063% active | inhibition, % at 10 µM | AID 488965 | purified PvdQ acylase, fluorescence plate reader; in the data active means inhibition above about 30%, passing the limit was not always enough; inconclusive means no clear call, values can overlap the other calls;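 further: 0% = vehicle neutral wells and 100% = reference inhibitor wells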
# PKA-R2B act – PKA-R2B complex activation; 340,000 tested, 0.079% active; P22694+P31323; activation, % at 11.4 µM; PKA-R2B holoenzyme dissociation, Cy5-IP20 fluorescence polarization; R2B truncated from residue 108, S112A mutant; 0% DMSO only, 100% 113 µM cGMP;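 active means activation above a cutoff set at the mean over all compounds plus 3 SD, cut at about 18% in these data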;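 further: higher means more holoenzyme dissociation and a rise in polarization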
# Target sequence (P31323 whole entry, looked up, other chains not shown, the tested form may be a part): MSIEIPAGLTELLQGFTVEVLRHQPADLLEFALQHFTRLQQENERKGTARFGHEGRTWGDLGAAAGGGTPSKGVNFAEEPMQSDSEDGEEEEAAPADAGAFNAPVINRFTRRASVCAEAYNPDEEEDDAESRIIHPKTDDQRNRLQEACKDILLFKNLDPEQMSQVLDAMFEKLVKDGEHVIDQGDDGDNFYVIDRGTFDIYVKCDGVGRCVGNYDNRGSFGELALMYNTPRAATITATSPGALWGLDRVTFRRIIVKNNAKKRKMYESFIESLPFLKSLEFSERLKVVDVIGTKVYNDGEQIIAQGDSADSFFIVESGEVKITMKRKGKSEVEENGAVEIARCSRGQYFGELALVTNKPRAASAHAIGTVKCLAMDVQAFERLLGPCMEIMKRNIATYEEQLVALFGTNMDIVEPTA
# SR-BI DiI inh – mouse SR-BI HDL lipid transfer inhibition. Q61009. AID 488896. ldlA[mSR-BI] CHO cells, DiI-HDL uptake fluorescence, 3 h. inhibition, % at 12.5 µM. 320,000 tested, 0.96% active;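 active means mean replicate inhibition of at least 70% and a set share of replicates each scoring 70 or more; inconclusive means meets just one of the two criteria; inactive means fails both criteria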;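 further: 0% = median of neutral control wells and 100% = median of positive control wells; values of inactives mirror those of a sister screen read the other way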
# SR-BI uptake up – SR-BI HDL lipid transfer activation; 320,000 tested, 0.096% active; activation, % at 12.5 µM; AID 504775; CHO ldlA[mSR-BI] cells, DiI-HDL uptake fluorescence, 3 h; 100 = double the neutral-control signal;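 active means mean replicate activation of at least 60% and every replicate at or above 60%; inconclusive means mean or all-replicate condition met, but not both; inactive means mean below 60% and not all replicates reaching 60%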;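 further: 0% = median plate neutral-control signal and 100% = twice that signal; values of inactives mirror those of a sister screen read the other way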
#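 Test system: SR-BI-overexpressing, LDLR-lacking CHO cells; Medium: Ham's F12 with 0.5% BSA, HEPES 25 mM, pH 7.4; Schedule: 3 h, 37 °C; Technique: bottom-read fluorescence, 550/595 nm.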
# RTF Ca sens inh – cardiac RTF calcium desensitization; 340,000 tested, 0.12% active; IANBD-labeled cardiac RTF, Ca2+ fluorescence; inhibition, % at 7.15 µM; P19429+P45379;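 active means inhibition above the mean inhibition of all tested compounds plus 3 SD, cut at about 17% in these data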;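 further: assay run at fixed EC70 calcium of 1.6 mM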
# LANA DNA inh – inhibitors of KSHV LANA C-terminal domain DNA binding | MBP-C-LANA/FAM-LBS DNA binding, fluorescence polarization | inhibition, % at 9 µM | 340,000 tested, 0.078% active | AID 504423;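 active means highest replicate inhibition at or above 60% at 9 µM, even if other replicates fall short; inactive means all replicates below 60% inhibition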;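 further: 0% = neutral control wells and 100% = 4 µM acridine orange control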
# DAGLB inhibitor – diacylglycerol lipase beta (human) inhibition | Q8NCG7 | HEK293T DAGLB membrane lysate, EnzChek fluorogenic substrate | inhibition, % at 5.17 µM | 340,000 tested, 0.059% active | AID 504411; in the data active means inhibition above about 34%;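 further: 0% = enzyme with vehicle and 100% = wells lacking enzyme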
# Keap1 Nrf2 FP – inhibitors of human Keap1-Nrf2 protein-protein interaction. Keap1 Kelch-Nrf2 peptide fluorescence polarization, 1536-well. inhibition, % at 9.4 µM. 340,000 tested, 0.15% active. AID 504523; in the data active means inhibition above about 12%; inconclusive means no clear call, values can overlap the other calls; inactive means below about 7.3%;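 further: human Keap1 Kelch domain with fluorescein labeled Nrf2 9mer peptide probe; 0% = neutral control wells and 100% = peptide positive control; higher means more block of Keap1 binding to Nrf2 peptide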
# Target sequence (Q14145 whole entry, looked up, the tested form may be a part): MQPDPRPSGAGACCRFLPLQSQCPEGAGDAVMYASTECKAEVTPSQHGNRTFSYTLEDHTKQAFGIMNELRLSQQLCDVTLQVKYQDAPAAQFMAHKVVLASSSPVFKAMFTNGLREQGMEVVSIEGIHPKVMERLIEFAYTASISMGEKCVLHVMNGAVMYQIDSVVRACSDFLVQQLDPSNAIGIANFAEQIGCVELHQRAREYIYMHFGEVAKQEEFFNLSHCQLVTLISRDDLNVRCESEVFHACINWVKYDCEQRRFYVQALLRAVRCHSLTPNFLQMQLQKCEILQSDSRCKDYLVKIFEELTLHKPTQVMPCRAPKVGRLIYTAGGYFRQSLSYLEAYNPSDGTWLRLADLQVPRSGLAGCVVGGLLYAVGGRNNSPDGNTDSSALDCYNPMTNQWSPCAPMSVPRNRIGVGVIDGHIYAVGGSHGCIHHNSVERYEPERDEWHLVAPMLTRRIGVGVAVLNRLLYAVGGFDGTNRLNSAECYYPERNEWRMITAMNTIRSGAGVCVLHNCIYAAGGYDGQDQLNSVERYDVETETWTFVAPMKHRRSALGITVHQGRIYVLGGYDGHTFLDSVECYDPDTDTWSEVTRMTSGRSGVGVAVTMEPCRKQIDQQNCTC
# Numbers without * were called inactive; i = inactive; ? = inconclusive; . = no result given; & = joins results of further samples.
SMILES,NSD2 HMT inh,Arrestin-AP2 inh,PvdQ inh,PKA-R2B act,SR-BI DiI inh,SR-BI uptake up,RTF Ca sens inh,LANA DNA inh,DAGLB inhibitor,Keap1 Nrf2 FP
Cc1cc2[nH]c(=O)c(=O)[nH]c2cc1S(=O)(=O)N1CCN(c2cccc(C)c2C)CC1,.,-6.0,-11.6,-1.6,-4.0,4.0,-11.4,0.7,4.6,-5.7
CCc1cc2c(=O)c(-c3cnn(-c4ccccc4)c3)c(C)oc2cc1OCC(=O)Nc1ccc(F)c(F)c1,-2.1,-1.8,-12.2,-12.2,41.8,-41.8,11.5,-0.3,1.8,-1.3
CCn1c(SCc2ccc(Cl)cc2)nnc1-c1ccccc1,3.7,0.0,-13.3,-0.9,5.1,-5.1,-1.5,0.0,-3.5,-1.3
Cc1ccc(-c2nc(-c3ccccn3)no2)cc1[N+](=O)[O-],-1.6,6.6,23.4,3.4,-4.3,4.3,-3.6,1.1,-1.5,5.9
O=C(NCc1ccco1)c1ccccc1NC(=O)C1CC(=O)N(c2ccc(Cl)cc2)C1 (centres undefined),-2.5,-8.2,-9.9,0.1,-7.9,7.9,-11.6,0.8,-1.5,1.3
Cc1cccc(Oc2ccc(NC(=O)C3CC=CCC3C(=O)O)cc2)c1 (centres undefined),0.8,5.9,-12.7,-4.0,-3.1,3.1,1.1,-0.9,-0.2,-5.6
Nc1ccc(C(=O)O)c(O)c1,.,5.7&2.2&13.1,-0.6&-10.4&0.3&0.3,5.4&1.4&-15.8,-1.0&-0.4&-22.0,1.0&0.4&27.0,-1.1&11.3&9.5,7.6&6.7&10.3,0.4&2.0&-0.1,-5.0&0.6&-2.8
CCCc1nnc(NC(=O)c2cccc(OC)c2)s1,8.1,1.8,-12.7,-4.6,7.4,-7.4,-5.6,1.1,-1.9,0.1
CC(=O)NC1=NN(C(C)=O)C(C)(CS(=O)(=O)c2ccc3ccccc3c2)S1 (centres undefined),-1.3,-6.2,-26.0,-5.3,5.2,-5.2,5.1,0.1,-0.4,-2.7
COc1ccccc1OCc1ccc(C(=O)Nc2cc(OC)c(OC)c(OC)c2)o1,-1.1,-7.8,-13.1,-4.3,.,.,-6.1,-4.4,0.1,-2.0
Cc1nc(-n2ncc(C#N)c2N)c2c3c(sc2n1)CCC3,-0.1,-2.3,-11.0,-11.4,2.6,-2.6,-2.2,-0.1,-1.0,0.5
CSc1ncccc1C(=O)OCC(=O)NCCCc1ccccc1,0.9,-3.2,-13.6,0.6,-30.2,30.2,-3.1,-0.2,-1.6,-4.1

# Of the compounds above, 3 contain four or more nitrogen atoms.
SMILES,NSD2 HMT inh,Arrestin-AP2 inh,PvdQ inh,PKA-R2B act,SR-BI DiI inh,SR-BI uptake up,RTF Ca sens inh,LANA DNA inh,DAGLB inhibitor,Keap1 Nrf2 FP
Cc1cc2[nH]c(=O)c(=O)[nH]c2cc1S(=O)(=O)N1CCN(c2cccc(C)c2C)CC1,.,-6.0,-11.6,-1.6,-4.0,4.0,-11.4,0.7,4.6,-5.7
Cc1ccc(-c2nc(-c3ccccn3)no2)cc1[N+](=O)[O-],-1.6,6.6,23.4,3.4,-4.3,4.3,-3.6,1.1,-1.5,5.9
Cc1nc(-n2ncc(C#N)c2N)c2c3c(sc2n1)CCC3,-0.1,-2.3,-11.0,-11.4,2.6,-2.6,-2.2,-0.1,-1.0,0.5

# The list goes on.
SMILES,NSD2 HMT inh,Arrestin-AP2 inh,PvdQ inh,PKA-R2B act,SR-BI DiI inh,SR-BI uptake up,RTF Ca sens inh,LANA DNA inh,DAGLB inhibitor,Keap1 Nrf2 FP
COCCNC(=O)C1=NOC(Cn2cc(C#N)c(=O)n(C)c2=O)C1 (centres undefined),-3.8,7.5,8.2,-2.7,2.4,-2.4,-8.0,-1.5,-0.3,-2.3
Cc1ccccc1S(=O)(=O)N(CC(O)CN1CCCCC1)c1ccccc1 (centres undefined),-6.8,4.2,-7.8,6.3,5.7,-5.7,-4.6,-1.5,3.5,0.7
CC(=O)c1ccc(NC(=O)CSc2nc3[nH]c(=O)cc(O)c3s2)cc1,0.7,3.2,3.5,-2.2,-5.8,5.8,3.5,0.6,-0.1,3.0
COc1ccc(-c2ccc3c(c2)S(=O)(=O)c2cccc(C(=O)N4CCN(c5ccc(Cl)cn5)CC4)c2C3=O)cc1OC,.,-1.2,-7.6,-5.6,?,-70.0,-2.4,-0.9,2.5,2.1
CCCCN(C)CCCNC(=O)C1CCC(CNS(=O)(=O)c2c(C)cc(C)cc2C)CC1 (centres undefined),2.2,4.9,20.4,-11.5,10.0,-10.0,-0.5,-0.5,0.2,4.9
CCCn1c(SCC(=O)NC(C)C23CC4CC(CC(C4)C2)C3)n[nH]c1=O (centres undefined),0.5,2.6,-12.9,-3.4,-21.6,21.6,-1.9,-0.4,-0.2,-6.6
CCOC(=O)c1ccccc1NC(=O)CSc1nnc(Cc2cccn2C)n1-c1ccc(C)cc1,1.2,5.5,-4.0,14.6,13.5,-13.5,-2.8,-0.4,0.3,-1.2
CN(C(=O)c1cc(Cl)c2c(c1)OCCO2)c1c(N)n(Cc2ccccc2)c(=O)[nH]c1=O,1.4,-4.3,-8.0,-13.4,-9.2,9.2,-15.0,0.7,2.4,1.2
O=C(N/N=C/c1ccncc1)c1ccccc1,-5.0,20.5,19.5,-11.1,12.2,-12.2,-10.2,1.2,-5.9,0.8
N#CCSc1nc(-c2ccccc2)nc2ccccc12,38.9,-7.2,-18.3,-6.2,32.5,-32.5,-5.2,-0.9,-9.2,-2.5
CCN(CCN1CCCC1)C(=O)C1CCC(=O)N(CCCN2CCOCC2)C1 (centres undefined),-0.5,23.8,3.9,-8.9,6.3,.,-3.7,-0.6,0.8,0.8
CCn1ncc(Br)c1C(=O)Nc1ccc(-c2ccno2)cc1,-3.1,3.6,1.4,-2.6,3.7,-3.7,-2.7,3.1,2.0,2.4
COc1ccc2oc(-c3ccccc3)c(C(=O)O)c2c1,0.1,11.2,-14.2,5.6,21.1,-21.1,-3.8,0.1,0.2,-7.4
CCN(CC)CCNC(=O)CCc1nnc2ccc(N3CCC(C)CC3)nn12,15.6,7.8,-10.7,2.5,-22.6,22.6,-6.0,-0.5,0.2,-3.3
C#CCOCCOCCOCCNc1nc(N2CCN(C(=O)[C@H]([C@@H](C)CC)n3cc(CCC(=O)O)nn3)CC2)nc(N2CCN(C(=O)[C@H](Cc3ccc(O)cc3)n3cc(CCO)nn3)CC2)n1,.,3.2,-9.6,-2.0,1.4,-1.4,2.5,-0.3,-1.2,-2.5
CSc1ccc(/C=N\NC(=O)COc2ccc(Cl)cc2Br)cc1,-11.5,7.8,7.3,-11.7,1.9,-1.9,-7.1,0.5,-4.1,-0.4
CC(C)c1ccc(N(CC(=O)NC2CCCC2)C(=O)CCC(=O)Nc2ccccn2)cc1,2.8,-5.5,-13.1,-3.7,-10.0,10.0,-9.9,1.6,0.2,0.7
COc1ccc(CC(=O)Nc2cc(NC(=O)Cc3ccc(OC)c(OC)c3)cc(C(=O)O)c2)cc1OC,-0.9,19.8,15.3,0.6,0.3,-0.3,6.6,0.5,2.0,-5.2
CCOC(=O)C1=C(C2=CCCCC2)c2ccc(OC)cc2N(S(=O)(=O)C(F)(F)F)C1C(=O)OCC (centres undefined),.,11.3,-12.4,7.2,-10.0,10.0,-7.8,-0.1,-6.0,-8.3
CC(C)CC1CC(C)(c2csc(NNC(=O)c3ccccc3)n2)OC1=O (centres undefined),-1.3,-6.5,-12.8,-12.5,27.2,-27.2,-2.8,0.6,-1.3,-2.3
O=C1CCC(C2CCc3cc(O)ccc3C2)C1 (centres undefined),-3.6,-8.8,-9.8,3.7,12.9,-12.9,-15.7,0.8,-3.2,-3.0
Cc1cccc(Oc2ncc(-c3ccc(Cl)cc3)cn2)c1,-0.3,9.8,2.0,4.3,4.8,-4.8,1.7,-3.2,-3.4,-5.3
C/C(=N\Nc1cccc2cccnc12)c1ccccn1,1.1,21.3,4.9,2.7,22.6,-22.6,3.1,3.2,-5.5,-1.4
Nc1c(N(Cc2ccco2)C(=O)c2ccc(Br)cc2)c(=O)[nH]c(=O)n1Cc1ccccc1,0.9,31.7,0.5,-0.9,-6.1,.,3.6,0.1,0.5,-5.3
O=C(c1ccccc1)C1CCc2occc2C1=O (centres undefined),1.2,0.7,-0.8,-17.8,-8.6,8.6,0.3,1.0,-2.0,5.9
CN(CC(=O)Nc1ccc(F)c(F)c1F)C(=O)C1=NN(c2ccccc2)C(=O)CC1,0.3,-1.7,-13.0,-7.2,5.5,-5.5,-5.0,1.0,0.1,-0.4
Cc1cc(C(=O)OCC(=O)Nc2c(F)cccc2F)c(C)n1-c1ccccc1,-1.0,-2.9,-7.7,-6.1,13.5,-13.5,1.5,0.8,-4.1,2.4
COC(=O)C1=C(C)Nc2ccc(C)cc2S1,.,1.1,-26.1,-8.6,-4.9,4.9,-3.6,1.0,-1.4,-9.0
O=C(NNC(=O)c1ccccc1Cl)c1ccc(-n2cncn2)c([N+](=O)[O-])c1,-2.7,-8.4,-6.2,-8.2,-15.8,15.8,-1.2,2.2,0.9,0.4
Cc1nc2ccc(NS(=O)(=O)c3cccc([N+](=O)[O-])c3)cc2s1,-1.6,3.3,-11.3,-3.2,-27.8,27.8,-6.8,1.6,-1.4,-0.1
Cc1cnc(C(=O)OCc2csc(CC(=O)Nc3ccccc3C)n2)cn1,-3.2,-5.4,11.3,-7.2,-3.0,3.0,-8.8,-0.9,-1.6,3.6
Cc1ccc(NS(=O)(=O)c2cc(C(=O)O)ccc2Cl)cc1,2.0,-3.5,-14.8,-1.6,-13.8,13.8,-18.7,0.3,-1.1,0.0
O=C(CSc1nnc(CN2CCCC2)n1-c1ccc(F)cc1)c1ccc2c(c1)OCO2,-0.1,20.6,5.3,-7.5,-0.8,0.8,-2.6,-0.8,3.7,1.1
CN=C1S/C(=C\c2ccc(O)c(Br)c2)C(=O)N1C,1.8,-10.8,-3.8,-3.1,15.1,-15.1,-1.3,0.5,-2.2,-1.7
Cc1cc(NC(=O)CSc2ccc3nnc(-c4ccccc4)n3n2)no1,4.3,0.8,-9.5,-0.7,12.2,-12.2,-9.6,-1.1,-1.4,5.7
CCOC(=O)/C(=C/C=C1\Sc2cc(OCC)c(OCC)cc2N1CC)C(C)=O,1.6,-27.5,-10.8,-11.6,77.5*,-77.5,i,-92.0,-125.9,-459.5
CCCCN1C(Nc2ccccc2)=NC[C@@H]1Cc1ccccc1,.,9.0,-19.3,0.3,-21.6,21.6,4.4,-0.3,-2.3,-3.1
Cc1csc2ncnc(N3CCN(S(=O)(=O)c4cccc(C(F)(F)F)c4)CC3)c12,0.2,22.7,-4.8,-14.7,-50.3,50.3,-2.4,-0.7,-5.8,1.4
